Rev-erbA mod: modulators of human Rev-erb alpha DNA binding; 370,000 tested, 0.79% active; P20393; activity, % at 10 µM; AID 1259318; Rev-erbα–FITC-DNA binding, fluorescence polarization, 90 min;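 active = activity above about 14%, limit read from the data; passing the limit was not always enough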;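 note: 0% = DMSO wells with 35 nM protein and 100% = DMSO wells with 750 nM protein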
TCR CD3 inh: blocks the human TCR-CD3 interaction. 360,000 tested, 0.37% active. AID 651800. TAMRA-labeled TCR probe fluorescence, biochemical. inhibition, % at 9.4 µM; in the data active = inhibition above about 19%;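 note: recombinant mutant TCR 2C K166C tagged with TAMRA read by polarization; 0% = receptor in buffer alone and 100% = receptor with positive control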
PG9 binder: binds the HIV-1 gp120 antibody PG9 | TR-FRET gp120-PG9 antibody binding | inhibition, % at 6.7 µM | 360,000 tested, 0.43% active | AID 624416; in the data active = inhibition above about 8.5%
UHRF1 binding: UHRF1 methyl-DNA binding inhibition. 370,000 tested, 0.75% active. inhibition, % at 4.4 µM. UHRF1 binding to methylated oligo, TR-FRET. Q96T88; in the data active = inhibition above about 21%;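 note: UHRF1 SRA domain binding a hemimethylated CpG hairpin DNA probe; 0% = median of test compound wells and 100% = reference inhibitor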
Target sequence (Q96T88 whole entry, looked up, the tested form may be a part): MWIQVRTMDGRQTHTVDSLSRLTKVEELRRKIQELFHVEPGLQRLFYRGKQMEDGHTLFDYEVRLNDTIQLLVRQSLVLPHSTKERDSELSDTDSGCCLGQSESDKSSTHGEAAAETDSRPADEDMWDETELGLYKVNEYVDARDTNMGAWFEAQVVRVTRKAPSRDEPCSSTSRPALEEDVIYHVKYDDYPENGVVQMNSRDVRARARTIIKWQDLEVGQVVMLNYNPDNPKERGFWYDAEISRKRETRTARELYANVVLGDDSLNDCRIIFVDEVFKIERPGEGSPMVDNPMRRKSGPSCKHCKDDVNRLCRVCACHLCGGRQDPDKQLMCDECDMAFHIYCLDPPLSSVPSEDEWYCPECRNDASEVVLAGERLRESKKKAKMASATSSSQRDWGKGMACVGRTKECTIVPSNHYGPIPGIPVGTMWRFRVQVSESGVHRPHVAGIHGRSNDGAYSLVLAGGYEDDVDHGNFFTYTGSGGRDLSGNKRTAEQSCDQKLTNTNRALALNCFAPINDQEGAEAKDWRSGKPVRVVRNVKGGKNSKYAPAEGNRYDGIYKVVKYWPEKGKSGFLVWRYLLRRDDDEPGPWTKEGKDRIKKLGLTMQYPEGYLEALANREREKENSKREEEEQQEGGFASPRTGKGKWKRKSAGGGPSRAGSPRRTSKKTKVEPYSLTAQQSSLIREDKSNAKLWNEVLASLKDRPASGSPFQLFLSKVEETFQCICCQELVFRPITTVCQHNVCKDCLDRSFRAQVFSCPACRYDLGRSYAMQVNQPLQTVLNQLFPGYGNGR
rCAG binder: molecules binding r(CAG) RNA repeats; AID 651821; r(CAG) RNA repeat, TO-PRO-1 dye displacement fluorescence; 370,000 tested, 1.3% active; inhibition, % at 3 µM;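 active = inhibition above the plate cutoff, the mean of all test compounds on that plate plus 3 SD, cut at about 35% in these data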;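 note: 0% = DMSO alone and 100% = 100 µM mitoxantrone as full dye displacement; higher means more dye released from RNA so lower well fluorescence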
MBD2 DNA inh: inhibitors of human MBD2 binding to methylated oligonucleotide. inhibition, % at 4.4 µM. AID 686964. 370,000 tested, 0.31% active. TR-FRET. Q9UBB5; in the data active = inhibition above about 13%
HTRA1 inhibitor: HTRA1 (human) protease inhibition | 340,000 tested, 0.5% active | inhibition, % at 5.96 µM | recombinant HTRA1, FP-rhodamine activity-based probe, fluorescence polarization; in the data active = inhibition above about 36%;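 note: 0% = enzyme with DMSO and 100% = wells lacking enzyme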
ABHD4 inh: inhibitors of mouse ABHD4 | Q8VD66 | purified mABHD4, FP-Rh probe fluorescence polarization | inhibition, % at 8.92 µM | 370,000 tested, 0.54% active | AID 720543;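 active = inhibition exceeding the mean over every tested compound plus 3 SD, cut at about 30% in these data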;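 note: 0% = plate median of compound wells and 100% = S159A mutant with DMSO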
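Test system: mABHD4 protein; Read-out basis: % inhibition; Incubation: 45 min + 60 min at 25 °C; Repeats: single replicate; Technique: fluorescence polarization with parallel and perpendicular emission, 525/598 nm; Compound: 8.92 µM, single dose; Benchmarks: full inhibition S159A mutant plus DMSO, zero as sample-well median.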
LEDGF integ inh: blocks HIV-1 LEDGF/p75-dependent DNA integration; inhibition, % at 3.7 µM; 370,000 tested, 0.64% active; TR-FRET IN-LEDGF/p75 DNA integration, Eu/Cy5;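 active = inhibition above the screen-wide mean plus 3 SD, cut at about 13% in these data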;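 note: signal is the Cy5 over europium emission ratio at 671 and 618 nm; 0% = plate median of compound wells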
PRMT1 FP inh: PRMT1 (human) inhibition, primary screen | Q99873 | recombinant PRMT1, activity-based probe fluorescence polarization | inhibition, % at 2.79 µM | 370,000 tested, 1.3% active | AID 652257;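 active = inhibition above about 21% made by adding two undisclosed values, limit read from the data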
The depositor's hits bear a star; · = no result given.

SMILES | Rev-erbA mod | TCR CD3 inh | PG9 binder | UHRF1 binding | rCAG binder | MBD2 DNA inh | HTRA1 inhibitor | ABHD4 inh | LEDGF integ inh | PRMT1 FP inh
O=C(O)c1ccc(CSc2nc3ccccc3c(=O)n2-c2ccccc2)cc1 | -2 | 2 | -3.8 | 0 | 22 | 7 | -2 | -15 | 4 | -4
Cc1cnc(C(=O)Oc2c(C)ccc(C)c2C)cn1 | 0 | -5 | 0.7 | 4 | -5 | 0 | -3 | 0 | -5 | 4
Cc1ccnc(N2CCC(C(=O)Nc3ccc4c(c3)OCO4)CC2)n1 | 2 | -1 | 1.0 | 3 | 5 | 0 | 4 | -3 | -6 | 2
Cc1cccc(C)c1NC(=O)COC(=O)CSc1nnc(N)s1 | -6 | -5 | 0.8 | 2 | 2 | -2 | 2 | 0 | -1 | -1
Cc1cc(-c2ccccc2)nc(N2CCN(c3ccccn3)CC2)n1 | 4 | 7 | 0.3 | -1 | -2 | -3 | -1 | 0 | -4 | 1
O=C(/C=C/c1cccnc1)c1cc(F)ccc1O | 1 | 3 | -0.9 | 6 | -3 | 1 | 2 | 3 | 0 | 2
COc1ccc(CCC(=O)NNC(=O)Nc2ccc(C(C)C)cc2)cc1 | 5 | 10 | -1.8 | 1 | 0 | 3 | -8 | -6 | 3 | -2
Cc1cc(S(=O)(=O)Nc2ccc(C(=O)NCC(c3ccco3)N3CCCC3)cc2)ccc1F (stereo not drawn) | 0 | -2 | -2.1 | 0 | -2 | 1 | -1 | 1 | 4 | -1
Cc1cccn2c(=O)c3cc(C(=O)NC4CCCC4)c(=N)n(CCc4ccccc4)c3nc12 | -1 | -8 | 1.3 | -1 | 7 | 1 | -12 | 0 | -4 | 4
Cc1cccc(-n2cc3c(=O)n(C)c(=O)n(C)c3c2)c1 | -3 | 13 | 0.6 | 1 | -6 | 2 | · | 2 | -2 | 1
O=c1cc(-c2ccc(F)cc2)[nH][nH]1 | -6 | 4 | -1.3 | -1 | -3 | -9 | 9 | -1 | 17* | -2
O=C(CCc1cnccn1)NC1CCCc2c1cnn2-c1ccc(F)cc1F (stereo not drawn) | -3 | -8 | 1.8 | 3 | -3 | 0 | 1 | 3 | -1 | 1
Cc1cccc(C(=O)OCC(=O)NCCNC(=O)COC(=O)c2cccc(C)c2C)c1C | 1 | 0 | -1.4 | 1 | -5 | 5 | 1 | -3 | -3 | 3
CCN(CC(=O)Nc1c(F)cccc1F)C(=O)c1ccc(N2C(=O)c3ccccc3C2=O)cc1 | -4 | 4 | -0.7 | 1 | -7 | 6 | -4 | 8 | 0 | -1
Cc1ncc([N+](=O)[O-])n1CC(=O)Nc1ccc(F)cc1F | -7 | 0 | -0.5 | 0 | 0 | 1 | 1 | 5 | -1 | -1
COCCN(CCOC)C(=S)Nc1cc(S(=O)(=O)N(C)C)ccc1C | -3 | 6 | 0.8 | -2 | -5 | -6 | -2 | 2 | 2 | -9
COc1ccc(/C=C/C(=O)N2CCCc3ccccc32)c(OC)c1 | 0 | -1 | 2.5 | 1 | -3 | 0 | -25 | 1 | -1 | 2
O=[N+]([O-])c1ccc2oc(C(O)c3cccc(Cl)c3)cc2c1 (stereo not drawn) | -1 | -5 | -0.5 | 3 | 1 | 0 | -24 | -9 | -2 | 1
O=C(Cc1n[nH]c(=O)[nH]c1=O)N/N=C/CCc1ccccc1 | 0 | 1 | 1.1 | -1 | 0 | 1 | 12 | -1 | -1 | 0
CCOC(=O)C1CCN(C(=O)C(C)(C)NC(=O)Nc2ccccc2Cl)CC1 | -6 | · | · | 0 | · | 1 | · | -4 | 0 | -1

Some entries already given, reduced to PRMT1 FP inh.
| compound | PRMT1 FP inh |
| --- | --- |
| O=C(Cc1n[nH]c(=O)[nH]c1=O)N/N=C/CCc1ccccc1 | 0 |
| COc1ccc(/C=C/C(=O)N2CCCc3ccccc32)c(OC)c1 | 2 |

Returning to the listing with the two entries that preceded the break.
SMILES | Rev-erbA mod | TCR CD3 inh | PG9 binder | UHRF1 binding | rCAG binder | MBD2 DNA inh | HTRA1 inhibitor | ABHD4 inh | LEDGF integ inh | PRMT1 FP inh
O=C(Cc1n[nH]c(=O)[nH]c1=O)N/N=C/CCc1ccccc1 | 0 | 1 | 1.1 | -1 | 0 | 1 | 12 | -1 | -1 | 0
CCOC(=O)C1CCN(C(=O)C(C)(C)NC(=O)Nc2ccccc2Cl)CC1 | -6 | · | · | 0 | · | 1 | · | -4 | 0 | -1
Cc1nn(-c2ccccc2)c2c1C(c1ccccc1)C(C#N)=C(N)O2 (stereo not drawn) | 5 | 5 | -4.6 | 5 | 3 | -9 | 11 | 29 | 8 | -1
COc1ccc2c(c1)c1nnc(SCC(=O)NC3CC3)nc1n2C | -3 | 1 | -1.2 | -9 | 0 | -10 | 6 | 7 | -2 | 5
CC(C)(C)c1ccc(-n2ncc3c2CCCC3NC(=O)C2(C(N)=O)CC2)cc1 (stereo not drawn) | -6 | 2 | -2.4 | 0 | -9 | -4 | 10 | 0 | -1 | 1
Cc1ccc(NC(=O)CSc2ccc(Br)cc2)cc1S(=O)(=O)N1CCOCC1 | -3 | -10 | -2.0 | -1 | 4 | -3 | -27 | -16 | 2 | 0
OC1(c2cccs2)CN(c2ccc(Cl)cc2)C2=[N+]1CCCS2 (stereo not drawn) | -3 | 2 | 0.2 | 7 | -1 | 4 | -6 | -1 | -6 | 4
COC(=O)c1cc(S(=O)(=O)N2CCC(C(N)=O)CC2)oc1C | 5 | -8 | -1.6 | 5 | -2 | 2 | 2 | -7 | 3 | 10
Cc1onc(-c2c(F)cccc2Cl)c1C(=O)NC(=S)NC1CCSC1=O (stereo not drawn) | -4 | 1 | 0.1 | -3 | 4 | 1 | -6 | -4 | 1 | 6
CC(Oc1ccccc1)C(=O)N1CCN=C1SCc1ccc(F)cc1 (stereo not drawn) | -7 | 2 | 0.3 | -3 | -3 | 7 | -3 | 1 | -1 | -2
COC(=O)[C@@]12CCCCC3=C1N(CCC3)C(=O)[C@H]2CC(=O)NCc1cccs1 | -2 | · | · | -2 | 0 | 0 | · | 0 | 2 | 1
COc1cccc(C2C(C(=O)OCc3ccccc3)=C(C)Nc3ncnn32)c1OC (stereo not drawn) | -4 | -3 | 1.1 | 2 | -2 | -2 | -6 | 1 | -1 | 1
C[C@H](O)[C@@H]1CN2CCc3c([nH]c4cccc(-c5ccccc5)c34)[C@@H]2C[C@@H]1N(C)C(=O)Nc1ccccc1 | 10 | · | · | -2 | 7 | -7 | · | 5 | -1 | 2
Cn1nc(-c2ccccc2)cc1NS(=O)(=O)c1ccc(C#N)cc1 | 0 | 4 | 0.1 | -2 | 8 | -2 | 6 | 5 | -3 | -3
O=C(Cc1ccc(NC(=O)C2CCN(C(=O)C3CCC3)CC2)cc1)Nc1cccc(C(=O)N2CCCCC2)c1 | -1 | 2 | -0.7 | -1 | 2 | 3 | 7 | 3 | 1 | 3
Clc1cccc(-c2csc(Nc3cccnc3)n2)c1 | -2 | 2 | 0.1 | 2 | 6 | 2 | -4 | 6 | -1 | -3
CS(=O)(=O)N1CCN(C(=O)c2ccc(Br)s2)CC1 | -6 | 6 | -0.4 | 1 | 1 | -2 | 4 | -5 | 0 | -4
Cc1cccc(NC(=O)c2nc(-c3ccccc3)n(-c3ccccc3)n2)c1C | -7 | 2 | -0.9 | 1 | 0 | 4 | -17 | -24 | 4 | 2
COc1ccc([C@H]2OC(=O)C[C@H]2C(=O)N2CCN(c3ccccc3F)CC2)cc1OC | 5 | · | · | -2 | 0 | -2 | · | 1 | 2 | -4
CCCc1nnc(NC(=O)CN2C(=O)c3ccccc3C2=O)s1 | -3 | 5 | -2.7 | 6 | 1 | -1 | 12 | 8 | -5 | 1
CCn1ncc(Br)c1C(=O)Nc1ccc(C(=O)OC(C)C)cc1 | -5 | 8 | 0.2 | 0 | -4 | -2 | -13 | -20 | 0 | -2
Cc1ccc(S(=O)(=O)NC(=O)C2(C)CCN2C(=O)Cc2cc(F)ccc2F)nc1 (stereo not drawn) | -3 | -3 | 1.4 | 0 | 1 | -1 | · | 5 | -1 | 1

Profiles as entered above. Values in the order: Rev-erbA mod	TCR CD3 inh	PG9 binder	UHRF1 binding	rCAG binder	MBD2 DNA inh	HTRA1 inhibitor	ABHD4 inh	LEDGF integ inh	PRMT1 FP inh
Results for COc1ccc([C@H]2OC(=O)C[C@H]2C(=O)N2CCN(c3ccccc3F)CC2)cc1OC → 5	·	·	-2	0	-2	·	1	2	-4
Results for Cc1nn(-c2ccccc2)c2c1C(c1ccccc1)C(C#N)=C(N)O2 (stereo not drawn) → 5	5	-4.6	5	3	-9	11	29	8	-1
Results for C[C@H](O)[C@@H]1CN2CCc3c([nH]c4cccc(-c5ccccc5)c34)[C@@H]2C[C@@H]1N(C)C(=O)Nc1ccccc1 → 10	·	·	-2	7	-7	·	5	-1	2
Results for COc1cccc(C2C(C(=O)OCc3ccccc3)=C(C)Nc3ncnn32)c1OC (stereo not drawn) → -4	-3	1.1	2	-2	-2	-6	1	-1	1

(list continues)
SMILES | Rev-erbA mod | TCR CD3 inh | PG9 binder | UHRF1 binding | rCAG binder | MBD2 DNA inh | HTRA1 inhibitor | ABHD4 inh | LEDGF integ inh | PRMT1 FP inh
CCc1nc2ccccc2[nH]1 | -3 | -3 | -0.7 | -3 | -2 | 1 | 8 | -2 | -4 | -2
CCCCNC(=O)Nc1nnc(C(C)(C)C)s1 | -5 | -1 | 0.9 | -2 | 2 | 5 | 2 | 2 | 0 | -2
Cc1ccc([C@H]2N[C@]3(CCCN(Cc4ccccc4)C3=O)[C@H]3C(=O)N(Cc4ccccc4)C(=O)[C@@H]23)cc1 | -2 | -1 | 0.5 | -2 | 1 | 3 | -6 | 3 | -2 | 1
CC1(C)C(=O)C2(CCCC2)C(=O)OC1c1ccco1 (stereo not drawn) | -3 | 0 | -2.1 | 1 | -2 | 0 | 1 | 1 | -3 | 0
Cc1ccc(S(=O)(=O)C(C#N)c2nc3ccccc3nc2N2CC(C)OC(C)C2)cc1C (stereo not drawn) | 0 | -8 | 1.1 | -3 | 39* | 0 | 1 | 1 | -7 | 7
COCCN1C(=O)CCC1(C)C(=O)NC1CCCC1 (stereo not drawn) | -4 | 4 | -1.3 | 1 | 1 | -3 | · | -8 | -2 | 0
COc1ccc(NC(=O)c2cc(-c3ccncc3)nc3ccc(Br)cc23)cc1OC | -22 | -12 | -5.9 | 2 | 5 | 4 | -6 | 1 | -5 | 3
Cc1c(Cl)cccc1NC(=O)CSc1nncn1-c1ccccn1 | 3 | -3 | -0.1 | 4 | 0 | 5 | 5 | -15 | -6 | 24*
CC(/C=N/N1CCN(c2ccccc2)CC1)=C\c1ccco1 | 6 | -1 | -2.0 | 1 | -1 | -1 | 3 | 5 | -4 | 5
CCN1C(=O)[C@H]2[C@@H](c3ccc(C)cc3)N3C(=O)N(c4cccc(Cl)c4)C(=O)[C@@]3(C)[C@H]2C1=O | -3 | 7 | -2.2 | -2 | -2 | 3 | -8 | 1 | -1 | 0

Screening data (PubChem)

An excerpt. The share of hits here may be higher or lower than overall.
